Akt phos inh = blocks phosphorylation of Akt | activity change, % for hits at 50 µM | actives 0.32% (n = 360,000) | Neuro2A IGF-stimulated pAkt S473 HTRF, 20 min; stronger effect = lower value | AID 651550; in the data active means activity change below about -80%; inconclusive means mostly about -51% to -80%; further: on the % scale 0 is the no-effect control and ±100 the full control effect
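Single-point screen (50 µM final compound) in Neuro2A cells stimulated 20 min with 6 nM IGF at 37 deg C. After lysis, Ser473-phosphorylated Akt read by HTRF (ex 330 nm, em 615/665 nm) as the 665/615 ratio.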
HepG2 tox = HepG2 cytotoxicity, counter-screen for TGF-b inhibitors; HepG2 CAGA-GFP viability, ATP luminescence, 18 h; Potency, µM (top dose mostly 46.1 µM), for inactives: at the top dose activity change, negative = cytotoxicity, most hits filed as cytotoxic; actives 0.76% (n = 410,000); AID 588856; further: potency means the concentration at half of the fitted maximal effect; some results filed as inactive show a strong effect at the top dose
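HepG2 CAGA-GFP cells (1000/well, DMEM with 1% FBS) received compound, then TGF-beta at 500 pg/mL final, and were incubated 18 hours at 37 degrees C. Viability was read by CellTiter-Glo luminescence. Media-only wells were set as complete cell-killing and DMSO as no toxicity.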
CCT modulator = changes cytosolic chaperonin activity; purified chaperonin ATPase assay, HTRF ADP detection, 30 min; activity change, % (concentration not given with the values), hits read low; actives 0.3% (n = 360,000); in the data active means activity change below about -30%; further: on the % scale 0 is the no-effect control and ±100 the full control effect
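We incubate TRiC, 40 or 20 nM final, with library compounds at 76 uM and 10 uM ATP for 30 min at 37 °C. ADP formed is detected with Transcreener HTRF reagents after 30 min at room temperature.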
A549 tox = A549 cytotoxicity, counter-screen for Nrf2 inhibitors; actives 0.16% (n = 390,000); Potency, µM (doses to about 46 µM), for inactives: at the highest dose activity change, negative = cytotoxicity, usual class: inhibitors; A549 ARE-Fluc cells, CellTiter-Fluor viability, 18-24 h; further: potency means the concentration at half of the fitted maximal effect; on the % scale 0 is the no-effect control and ±100 the full control effect
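Cytotoxicity counterscreen: CellTiter-Fluor fluorescence was measured in A549 ARE_Fluc cells after 18-24 h of compound exposure in a concentration series. The subsequent BugLite luminescent read reports ARE-luciferase activity.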
TGFb SMAD3 inh = blocks TGF-b signaling; HepG2 CAGA-GFP TGF-b/SMAD3 reporter, GFP fluorescence, 18 h; TGF-beta stimulated, 500 pg/mL final; Potency, µM (series often up to 46.1 µM), for the others: at the highest dose activity, negative = inhibition, usual class: inhibitors; actives 1.2% (n = 410,000); further: potency means the concentration at half of the fitted maximal effect; on the % scale 0 is the no-effect control and ±100 the full control effect; nearly all actives have a fitted effect of over 65% in size
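Inhibition was scored as loss of TGF-beta-induced (500 pg/mL final, 18 hours, 37 degrees C) GFP in HEPG2 cells carrying a CAGA-GFP reporter, in DMEM with 1% FBS. Well GFP was summed per cell; Activity was normalised to unstimulated and stimulated DMSO wells, then concentration-response fitting.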
Abeta rescue = restores growth of yeast expressing A-beta42 peptide | yeast expressing A-beta42, growth rescue, OD600, 48 h; response scale: 0% DMSO, 100% iron-clioquinol control | Potency, µM (series often up to 46.1 µM), for the others: at the highest dose growth rescue, hits mostly activators | actives 0.063% (n = 410,000) | AID 1347071; further: potency means the concentration at half of the fitted maximal effect; nearly all actives have a fitted effect of over 55% in size
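Growth rescue measured by 600 nm absorbance after 48 h yeast culture at 30 C with compound. Values normalized between DMSO and an equimolar ferric chloride plus clioquinol control.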
MmCpn inh = inhibitors of Methanococcus maripaludis chaperonin (MmCpn) | purified Mm-Cpn ATPase, ADP Transcreener TR-FRET | Potency, µM (top dose mostly 76.9 µM), without a hit: at the top dose activity, negative = inhibition, usual class: inhibitors | actives 0.031% (n = 330,000) | AID 504842; further: potency means the concentration at half of the fitted maximal effect; on the % scale 0 is the no-effect control and ±100 the full control effect; nearly all actives have a fitted effect of over 80% in size
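25 nM Mm-CPN + cpd, 10 min 37°C; + 10 uM ATP, 30 min 37°C; buffer 30 mM Tris pH 7.4, 100 mM KCl, 5 mM MgCl2, 1 mM DTT; Transcreener ADP HTRF detection 30 min RT.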
Nrf2 inh = blocks Nrf2 signaling. A549 ARE-Fluc reporter, luciferase luminescence, 18-24 h. Potency, µM (top dose mostly 46 µM), without a hit: top-dose activity change, negative = inhibition, actives largely listed as inhibitors. actives 2.1% (n = 360,000); further: potency means the concentration at half of the fitted maximal effect; on the % scale 0 is the no-effect control and ±100 the full control effect; nearly all actives have a fitted effect of over 60% in size
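Quantitative HTS in A549 cells stably bearing an antioxidant response element-firefly luciferase construct. Inhibition of Nrf2-driven transcription was scored by luminescence after 18-24 h of compound exposure at 37 °C.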
Nrf2 activator = Nrf2 pathway activation; AREc32 ARE-luciferase reporter (MCF7-derived line), luminescence, 24 h; Potency, µM (series often up to 46.1 µM), for inactives: at the top dose activation, actives largely listed as activators; actives 0.31% (n = 410,000); further: potency means the concentration at half of the fitted maximal effect; % of control where 0% means no effect; nearly all actives have a fitted effect of over 65% in size
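ARE activation measured as luciferase luminescence (Steady-Glo, 30 min RT) in AREc32_Fluc cells after 24 hr compound exposure at 37 deg C, 5% CO2; cells seeded overnight at 1000/well in OPTI-MEM, 5% FBS.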
* = called active by the depositor; i = inactive; ? = inconclusive; · = no result given; [ ] = dose if it differs, or a comment. Unless noted, the call rests on the fitted dose curve; in most records, active means well fitted curve in the direction sought with a large enough effect; inconclusive means small, poorly fitted or top-dose-only effect, or another doubt; inactive means no such curve, though single readings can be large; an effect the other way counts as inactive or inconclusive.

[1] COC(=O)c1c(NC(=O)C2COc3ccccc3O2)sc2c1CCN(Cc1ccccc1)C2 (stereo not given)
[2] O=C(CCCOc1ccc(Cl)cc1)NCC1CCCO1 (stereo not given)
[3] COc1ccc2c(c1)C(=O)N(c1ccc(C)cc1C)C(=O)C2
[4] Cc1cc(C)c2c(n1)SCC(=O)N2CC(=O)Nc1ccc(F)cc1
[5] CN(CCNC(=O)C1CCN(S(=O)(=O)N2CCOCC2)CC1)CCc1ccccc1

compound no.,1,2,3,4,5
Akt phos inh,i,i,i,i,i
HepG2 tox,-7%,-7%,-22%,-3%,-2%
CCT modulator,1.2,-1.3,-0.3,0.6,-2.1
A549 tox,17%,-10%,-7%,-4%,1%
TGFb SMAD3 inh,0%,-12%,8%,5%,14%
Abeta rescue,-18%,12%,23%,1%,11%
MmCpn inh,?,0%,-2%,-2%,0%
Nrf2 inh,5%,·,-1%,3%,8%
Nrf2 activator,-1.1%,0.6%,-1.4%,0.3%,0.2%

[6] CC1CC(C)CN(CCCOc2ccccc2[N+](=O)[O-])C1 (stereo not given)
[7] CCCNc1nc(Nc2ccc(C)cc2)nc(N2CCCC2)n1
[8] COc1cc(NC(=O)COC(=O)CSc2cc(C)ccc2C)c(C)cc1[N+](=O)[O-]
[9] CCc1cc2c(-c3ccccc3)cc(=O)oc2c2c1OCN(Cc1ccc(C)cc1)C2
[10] O=C(O)CCC(=O)c1ccc2sc3ccccc3c2c1

compound no.,6,7,8,9,10
Akt phos inh,i,i,i,·,i
HepG2 tox,-9%,-30%,-10%,1%,-11%
CCT modulator,-1.1,-0.7,-1.5,·,-1.7
A549 tox,-4%,-27%,2%,16%,-7%
TGFb SMAD3 inh,-3%,0%,-9%,?,0%
Abeta rescue,5%,-1%,8%,7%,-43%[inhibitor]
MmCpn inh,5%,2%,5%,·,·
Nrf2 inh,-9%,?,0%,8%,-16%
Nrf2 activator,0.1%,3.3%,0.4%,0.9%,4.0%

[11] O=C(CCc1c[nH]c2ccccc12)N[C@@H](Cc1c[nH]c2ccc(O)cc12)C(=O)O
[12] CC(C)CN(C(=O)COC(=O)Cc1c[nH]c2ccccc12)C1CCS(=O)(=O)C1 (stereo not given)
[13] COc1ccccc1N1CCN(C(=O)C2CC(=O)N(c3ccccc3)C2)CC1 (stereo not given)
[14] CC1(c2nnc(Cc3ccccc3)o2)CC(c2ccc(Br)cc2)=NO1 (stereo not given)
[15] Cc1nc(N)nc(N)c1Oc1ccc(Cl)cc1

compound no.,11,12,13,14,15
Akt phos inh,i,i,i,i,i
HepG2 tox,3%,-13%,1%,-6%,-11%
CCT modulator,-1.5,-0.3,0.4,-1.0,0.0
A549 tox,-3%,-7%,-5%,3%,3%
TGFb SMAD3 inh,0%,26%,10%,-6%,5%
Abeta rescue,8%,-7%,-1%,1%,2%
MmCpn inh,-2%,1%,-2%,·,·
Nrf2 inh,14%,?,-13%,27%,?
Nrf2 activator,0.0%,0.5%,0.1%,-0.5%,0.1%

[16] O=C(NNS(=O)(=O)c1ccccc1)c1cc2cc3ccccc3nc2s1
[17] Cc1ccc(S(=O)(=O)Nc2ccc(C(=O)N3CCN(c4ccccc4O)CC3)cc2)cc1[N+](=O)[O-]
[18] Cc1cc(C)c(NC(=O)Cn2c(=O)n(Cc3ccco3)c(=O)c3ccc(C(=O)NC4CCCC4)cc32)c(C)c1
[19] CC(C)CN(C(=O)CSc1ncnc2ccccc12)C1CCS(=O)(=O)C1 (stereo not given)
[20] CC(=O)Cc1cc(O)c2ccccc2c1OC(=O)c1ccc(Br)cc1

compound no.,16,17,18,19,20
Akt phos inh,i,i,·,i,i
HepG2 tox,-3%,-1%,-19%,-2%,-118%
CCT modulator,-0.5,0.6,·,3.8,-0.6
A549 tox,-4%,-26%,4%,2%,-4%
TGFb SMAD3 inh,-10%,2%,8%,?,?
Abeta rescue,10%,2%,-7%,-9%,7%
MmCpn inh,0%,1%,·,-3%,1%
Nrf2 inh,3%,15µM*,13%,-21%,-11%
Nrf2 activator,-0.4%,2.9%,-0.1%,5.1%,9.6%

[21] CC(C)Sc1nnc(NC(=O)c2ccc3c(c2)OCO3)s1
[22] Cc1ccc(C)n1-n1cnc2sc(-c3ccccc3)cc2c1=O
[23] CCc1ccc2[nH]c(=O)c(CN(Cc3ccccc3OC)C(=O)Nc3ccccc3OC)cc2c1
[24] CC(C)N(Cc1ccccc1)S(=O)(=O)c1ccc2c(c1)NC(=O)CO2
[25] Cc1ccc(/C=C2/SC(=S)N(c3ccc(S(=O)(=O)Nc4nccs4)cc3)C2=O)cc1

compound no.,21,22,23,24,25
Akt phos inh,i,·,i,i,i
HepG2 tox,-19%,-5%,-21%,0%,-4%
CCT modulator,-3.1,0.7,-2.1,-2.5,-3.1
A549 tox,1%,?,0%,-8%,?
TGFb SMAD3 inh,1%,?,-15%,11%,0%
Abeta rescue,9%,-39%,-20%,-6%,5%
MmCpn inh,1%,-3%,-1%,-1%,3%
Nrf2 inh,?,11%,-20%,-15%,?
Nrf2 activator,4.9%,4.6%,1.8%,-0.3%,4.1%

[26] OCCC1CN(CC#Cc2ccccc2)CCN1Cc1ccccc1F (stereo not given)
[27] Cn1c(=O)oc2cc(S(=O)(=O)N3CCCC(C(=O)NCc4ccc(F)cc4)C3)ccc21 (stereo not given)
[28] CC1CCCC(NC(=O)CSc2nnc(C(F)(F)F)n2C)C1C (stereo not given)
[29] COc1ccc2nc(-c3ccccc3)nc(C3CCCCC3)c2c1
[30] O=C(O)CN1C(=O)/C(=C/c2ccsc2)SC1=S

compound no.,26,27,28,29,30
Akt phos inh,i,·,i,i,i
HepG2 tox,0%,-17%,0%,5%,-1%
CCT modulator,1.3,·,0.0,-0.3,-0.6
A549 tox,4%,3%,0%,-4%,?
TGFb SMAD3 inh,-3%,-12%,2%,0%,-2%
Abeta rescue,5%,-4%,18%,2%,4%
MmCpn inh,-2%,·,0%,-2%,0%
Nrf2 inh,-2%,-21%,-2%,5%,?
Nrf2 activator,-0.9%,0.3%,-0.2%,-0.5%,0.7%

[31] COC(=O)c1ccc(Cn2cnc3cnccc32)cc1
[32] Cc1ccc(C(C(=O)NCc2ccc(F)cc2)N(Cc2ccco2)C(=O)c2snc(C(N)=O)c2N)o1 (stereo not given)
[33] COC(CNC(=O)C1CC(=O)N(CCc2ccc(C)cc2)C1)OC (stereo not given)
[34] O=C(NCCCN1CCOCC1)C(=O)NCC1OCCCN1S(=O)(=O)c1cc(F)ccc1F (stereo not given)
[35] Cc1cc(NS(=O)(=O)c2ccc(NC(=O)c3oc4ccccc4c3C)cc2)no1

compound no.,31,32,33,34,35
Akt phos inh,i,i,i,i,i
HepG2 tox,-17%,-6%,-5%,0%,-44%
CCT modulator,0.1,0.9,0.9,0.7,-0.3
A549 tox,15%,1%,9%,-10%,3%
TGFb SMAD3 inh,-16%,-6%,12%,?,46%[activator]
Abeta rescue,-5%,3%,-1%,-14%,-6%
MmCpn inh,-2%,1%,2%,-1%,-30%
Nrf2 inh,-19%,-13%,17%,-18%,1%
Nrf2 activator,-0.5%,3.9%,-0.7%,-0.4%,17%

[36] Oc1ccccc1-c1nc(/C=C/c2ccccc2Cl)no1
[37] Cn1c(SCC(=O)Nc2ccccc2)nc2ccccc2c1=O
[38] CC1(C)CC(=O)C(C2=NC3(CCCCC3)Cc3ccccc32)=C(O)C1
[39] COc1ccc(C2C(C(=O)c3ccco3)=C(O)C(=O)N2CCOCCO)cc1OC (stereo not given)
[40] CCCCCCc1cc2cc(C(=O)Nc3ccc(OC)cc3)c(=O)oc2cc1O

compound no.,36,37,38,39,40
Akt phos inh,·,i,i,-85%*,i
HepG2 tox,-11%,-13%,-8%,-6%,-40%
CCT modulator,·,3.2,-2.5,-0.3,-2.3
A549 tox,0%,0%,-6%,4%,-2%
TGFb SMAD3 inh,3%,-9%,-3%,-6%,-16%
Abeta rescue,-25%,2%,28%,-4%,0%
MmCpn inh,·,0%,2%,-5%,-1%
Nrf2 inh,?,21µM*,7%,11%,2%
Nrf2 activator,?,-0.2%[9.22 µM],0.0%,5.8%,3.4%

[41] CCOC(=O)c1cc2nc(-c3ccco3)cc(C(F)(F)F)n2n1
[42] COC(=O)C1CCN(C(=O)CSc2nc3ccc(OC)cc3[nH]2)CC1
[43] CC(NC(=O)C(CC(=O)OC(C)(C)C)NC(=O)OC(C)(C)C)C(N)=O (stereo not given)
[44] O=C(c1sc2ccccc2c1Cl)N1CCN(CCc2ccccn2)CC1

compound no.,41,42,43,44
Akt phos inh,i,i,i,i
HepG2 tox,9%,-25%,8%,-32%
CCT modulator,-3.3,0.7,-2.4,-0.2
A549 tox,-18%,1%,-10%,-3%
TGFb SMAD3 inh,0%,-6%,34%[activator],?
Abeta rescue,4%,-7%,3%,·
MmCpn inh,-1%,-10%,3%,-1%
Nrf2 inh,-20%,9%,7%,2%
Nrf2 activator,?,-0.8%,-0.1%,2.1%

Profiles, looked up by structure. Screens in order: Akt phos inh | HepG2 tox | CCT modulator | A549 tox | TGFb SMAD3 inh | Abeta rescue | MmCpn inh | Nrf2 inh | Nrf2 activator
O=C(c1sc2ccccc2c1Cl)N1CCN(CCc2ccccn2)CC1 is listed as i | -32% | -0.2 | -3% | ? | · | -1% | 2% | 2.1%
CCOC(=O)c1cc2nc(-c3ccco3)cc(C(F)(F)F)n2n1 is listed as i | 9% | -3.3 | -18% | 0% | 4% | -1% | -20% | ?
CC(NC(=O)C(CC(=O)OC(C)(C)C)NC(=O)OC(C)(C)C)C(N)=O (stereo not given) is listed as i | 8% | -2.4 | -10% | 34%[activator] | 3% | 3% | 7% | -0.1%
COC(=O)C1CCN(C(=O)CSc2nc3ccc(OC)cc3[nH]2)CC1 is listed as i | -25% | 0.7 | 1% | -6% | -7% | -10% | 9% | -0.8%

Compound activity from PubChem.
